DUSP1 inh: inhibitors of human MKP-1 phosphatase; AID 374; P28562; actives 0.15% (n = 65,000); inhibition, %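 (compounds tested at a single concentration somewhere between 10 and 100 µM)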; recombinant MKP-1, OMFP hydrolysis fluorescence;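 active = inhibition above about 50%, limit read from the data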;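 note: 0% = DMSO max control wells and 100% = wells with enzyme stopped by NaOH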
HEK293 NFkB inh: lowers PMA/ionomycin-induced NF-kB signal in HEK293 cells; HEK-293 NF-kB luciferase reporter, luminescence; inhibition, % at 3 µM; actives 0.21% (n = 62,000);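 active = inhibition above the mean of all tested compounds plus 3 SD, cut at about 40% in these data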;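 note: 0% = stimulated DMSO wells and 100% = 10 µM reference inhibitor 5653914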
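Signal: luciferase luminescence; Material: HEK-293 cells with stable firefly luciferase reporter driven by four HIV NF-kB elements; Probe or stimulus: PMA with ionomycin; Replication: tested once; Times: 1 h compound pretreatment, then 16 h stimulation at 37 °C, 5% CO2; Benchmarks: DMSO and 10 µM reference inhibitor; Evaluation: per-plate % inhibition versus controls.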
JNK3 inh: JNK3 (human) kinase inhibition. P53779. purified JNK3 kinase activity, HTS. inhibition, % at 8 µM. actives 0.61% (n = 60,000); in the data active = inhibition above about 17%;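 note: 0% = DMSO and 100% = reference inhibitor; many of its hits are not listed in these tables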
Target sequence (P53779 whole entry, looked up): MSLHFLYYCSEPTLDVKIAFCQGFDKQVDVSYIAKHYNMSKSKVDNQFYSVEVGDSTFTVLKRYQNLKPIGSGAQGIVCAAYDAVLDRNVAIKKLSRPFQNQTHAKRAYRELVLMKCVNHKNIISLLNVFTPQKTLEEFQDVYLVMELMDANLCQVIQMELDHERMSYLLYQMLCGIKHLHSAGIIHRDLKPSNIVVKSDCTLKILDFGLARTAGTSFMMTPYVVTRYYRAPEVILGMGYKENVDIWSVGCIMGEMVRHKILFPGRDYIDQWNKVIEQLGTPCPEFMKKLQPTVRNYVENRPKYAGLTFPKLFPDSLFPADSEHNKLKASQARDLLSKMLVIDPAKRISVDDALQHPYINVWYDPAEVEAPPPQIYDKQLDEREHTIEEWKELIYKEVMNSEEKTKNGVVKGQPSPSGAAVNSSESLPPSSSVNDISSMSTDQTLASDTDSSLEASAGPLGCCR
TNAP act mid DEA: activators of human TNAP at intermediate phosphate acceptor; activation factor at 20 µM; 64,000 tested, under 10 active; purified TNAP, CDP-star luminescence, 100 mM DEA, 30 min; hits give high values; scale: 0 levamisole-inhibited, 1 vehicle-only enzyme;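 active = activation factor of at least 2 at 20 µM, relative to controls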
Cdc25B inh: human M-phase inducer phosphatase 2 inhibition; P30305; recombinant Cdc25B, OMFP fluorescence Ex485/Em525; inhibition, %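 (compounds tested at 10 µM final in the well)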; actives 0.1% (n = 65,000); in the data active = inhibition above about 50%
MMP-13 inhibitor: MMP13 (human) collagenase inhibition; P45452; MMP-13 fTHP FRET cleavage, Mca fluorescence; inhibition, % at 4 µM; actives 0.07% (n = 65,000);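 active = inhibition above the mean of compound-free control plate wells plus 3 SD, cut at about 14% in these data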;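 note: 0% = DMSO wells and 100% = wells with reference MMP-13 inhibitor after basal subtraction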
Jurkat tox 60K: cytotoxic compounds reducing Jurkat cell viability; inhibition, % at 4 µM; actives 1.2% (n = 56,000); Jurkat E6.1 viability, ATP luminescence, 48 h;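 active = inhibition above the mean inhibition of all tested compounds plus 3 SD, cut at about 28% in these data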
ROCK2 blocker: inhibitors of human Rho kinase 2 | O75116 | purified ROCK2, Kinase-Glo ATP depletion luminescence | inhibition, % at 6 µM | actives 0.35% (n = 60,000);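 active = inhibition above the screen-wide mean inhibition plus 3 SD, cut at about 18% in these data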;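 note: plate controls were DMSO wells for no effect and Y-27632 control wells after no-enzyme background subtraction for full effect; many of its hits are not listed in these tables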
PKA inh: blocks human protein kinase A activity; P17612; PKA Kemptide phosphorylation, Kinase-Glo ATP luminescence; inhibition, % at 6 µM; actives 0.1% (n = 65,000);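 active = inhibition above the screen-wide mean inhibition plus 3 SD, cut at about 21% in these data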; note: many of its hits are not listed in these tables
Active calls of the source: *; . = no result given; [ ] = another dose, or the depositor's remark.

Preview:
(1) COc1ccc(CN(C)CCc2ccccn2)c(OC)c1OC
(2) CC(=O)c1cccc(-n2nnnc2SCC(=O)N2CCCC2)c1
(3) Cc1c(OCc2ccc(C(=O)O)o2)ccc2c3c(c(=O)oc12)CCC3

Compound,1,2,3
DUSP1 inh,-18,-10,14
HEK293 NFkB inh,.,2,9
JNK3 inh,-8,8,2
TNAP act mid DEA,0.9,0.9,1
Cdc25B inh,17,2,-6
MMP-13 inhibitor,-28,-2,-120
Jurkat tox 60K,.,-2,2
ROCK2 blocker,-5,7,3
PKA inh,4,15,14

This part in full, from the start:
(1) COc1ccc(CN(C)CCc2ccccn2)c(OC)c1OC
(2) CC(=O)c1cccc(-n2nnnc2SCC(=O)N2CCCC2)c1
(3) Cc1c(OCc2ccc(C(=O)O)o2)ccc2c3c(c(=O)oc12)CCC3
(4) O=C(c1ccccc1NS(=O)(=O)c1cccs1)N1CCOCC1
(5) CCCC(C)C(=O)Nc1ccc2c(c1)OCCO2 (configuration not stated)
(6) Cc1ccc(S(=O)(=O)N(C)CC(=O)NC2CC(C)(C)NC(C)(C)C2)cc1
(7) CS(=O)(=O)c1ccc2nc(NC3(C(F)(F)F)N=C4SCCN4C3=O)sc2c1 (configuration not stated)
(8) COc1ccc(C(=O)N2CCN(S(=O)(=O)c3ccc(C)cc3C)CC2)cc1OC

Compound,1,2,3,4,5,6,7,8
DUSP1 inh,-18,-10,14,1,1,-6,0,12
HEK293 NFkB inh,.,2,9,9,7,12,4,16
JNK3 inh,-8,8,2,-2,0,-8,2,-3
TNAP act mid DEA,0.9,0.9,1,0.9,0.9,0.9,0.9,1
Cdc25B inh,17,2,-6,-8,-6,4,-8,-8
MMP-13 inhibitor,-28,-2,-120,1,1,2,-5,2
Jurkat tox 60K,.,-2,2,5,0,-5,-8,5
ROCK2 blocker,-5,7,3,0,4,4,10,4
PKA inh,4,15,14,0,5,6,6,7

(9) Cn1c(NCCCN2CCOCC2)nc2c1c(=O)n(Cc1ccc(Cl)cc1)c(=O)n2C
(10) FC(F)(F)c1cccc(-c2ccc(-c3csnn3)o2)c1
(11) CCC(=O)N1CCc2cc(Br)cc(S(=O)(=O)N3CCCCCC3)c21
(12) CCC(C)NC(=O)C1CCN(S(=O)(=O)CC)CC1 (configuration not stated)
(13) COc1ccc2c(c1)C(C)CC(C)(C)N2C(=O)CSc1ncn[nH]1 (configuration not stated)
(14) CCCOC(=O)CN1C(=O)c2ccccc2C1=O
(15) CCSc1nnc(CNc2ccc(F)cc2)n1CC1CCCO1 (configuration not stated)
(16) O=C(CSc1ncnc2c1oc1ccccc12)Nc1cccc(F)c1

Compound,9,10,11,12,13,14,15,16
DUSP1 inh,-2,4,10,-6,-3,29,-15,12
HEK293 NFkB inh,5,20,26,10,27,8,17,3
JNK3 inh,-9,.,.,4,4,-7,2,-2
TNAP act mid DEA,0.9,0.9,0.9,0.9,1,0.9,0.9,0.9
Cdc25B inh,0,-6,-6,-13,4,7,6,6
MMP-13 inhibitor,2,1,4,-5,-1,-6,2,4
Jurkat tox 60K,10,.,.,2,0,5,2,-4
ROCK2 blocker,-2,.,.,-2,1,-7,3,12
PKA inh,1,-6,4,1,5,-3,3,14

Shown in markdown: part of the list above
| cpd | SMILES | DUSP1 inh | HEK293 NFkB inh | JNK3 inh | TNAP act mid DEA | Cdc25B inh | MMP-13 inhibitor | Jurkat tox 60K | ROCK2 blocker | PKA inh |
| --- | --- | --- | --- | --- | --- | --- | --- | --- | --- | --- |
| 11 | CCC(=O)N1CCc2cc(Br)cc(S(=O)(=O)N3CCCCCC3)c21 | 10 | 26 | . | 0.9 | -6 | 4 | . | . | 4 |
| 12 | CCC(C)NC(=O)C1CCN(S(=O)(=O)CC)CC1 (configuration not stated) | -6 | 10 | 4 | 0.9 | -13 | -5 | 2 | -2 | 1 |
| 13 | COc1ccc2c(c1)C(C)CC(C)(C)N2C(=O)CSc1ncn[nH]1 (configuration not stated) | -3 | 27 | 4 | 1 | 4 | -1 | 0 | 1 | 5 |
| 14 | CCCOC(=O)CN1C(=O)c2ccccc2C1=O | 29 | 8 | -7 | 0.9 | 7 | -6 | 5 | -7 | -3 |

Next section:
(17) N#CC(C(=O)OC1CCCCC1)c1nc2ccccc2nc1N1CCCCC1 (configuration not stated)
(18) CCCn1c(SCC(N)=O)nc2c(c1=O)C1(CCCC1)Cc1ccccc1-2
(19) Oc1ccccc1-c1cc(-c2ccccc2Cl)[nH]n1
(20) c1coc(C2Nc3cccc4cccc(c34)N2)c1
(21) CCC(=O)Nc1nc(C)c(Oc2ccccc2)c(=O)[nH]1
(22) CC1(C)CC(=O)C2=C(C1)N(Cc1cccnc1)C(=O)C2(NC(=O)C1CC1)C(F)(F)F (configuration not stated)
(23) CCCCn1c(NC(C)CC)nc2c1c(=O)[nH]c(=O)n2C (configuration not stated)
(24) CCOC(=O)N1CCN(C(=O)c2cnc3n(c2=O)CCS3)CC1

Compound,17,18,19,20,21,22,23,24
DUSP1 inh,2,-21,2,27,-39,1,4,11
HEK293 NFkB inh,8,.,15,15,.,17,17,1
JNK3 inh,4,-3,11,-8,0,1,-6,5
TNAP act mid DEA,0.8,0.9,1,0.8,0.9,1,0.9,1
Cdc25B inh,0,10,3,21,-23,-8,3,-4
MMP-13 inhibitor,1,0,4,4,-6,-2,7,0
Jurkat tox 60K,3,.,6,12,.,4,12,-1
ROCK2 blocker,0,7,14,-12,1,1,-3,6
PKA inh,4,6,6,-15,2,-4,-2,4

(25) COc1ccc(C(=O)N2CCN=C2SCc2cccnc2)c(OC)c1
(26) Nc1nc(N2CCOCC2)nc2ccccc12
(27) CC(C)(C)OC(=O)N1CCOCCOCCN(C(=O)OC(C)(C)C)CCOCCOCC1
(28) CCOc1ccc(C(=O)Nc2ccc3c(c2)OCCO3)cc1OC
(29) COC(=O)c1ccc(NC(=O)C2C3CCC(C3)C2C(=O)O)cc1 (configuration not stated)
(30) COc1ccc(NC(=O)CCC2CCCC2)cc1OC

Compound,25,26,27,28,29,30
DUSP1 inh,5,-22,-5,4,-3,-2
HEK293 NFkB inh,1,1,9,-1,2,-11
JNK3 inh,5,5,-11,-3,-5,1
TNAP act mid DEA,0.9,0.9,0.9,1,1,0.9
Cdc25B inh,-5,7,-12,-10,-9,-8
MMP-13 inhibitor,5,-74[fluorescence artefact?],-3,1,0,6
Jurkat tox 60K,-2,-6,1,0,13,12
ROCK2 blocker,3,3,-4,2,-7,-9
PKA inh,-1,6,-10,4,1,-3
